# Screening results deposited in PubChem BioAssay by several laboratories.
# bIAP inh – blocks bovine intestinal alkaline phosphatase activity; purified bovine IAP, CDP-star luminescence, 30 min; inhibition, % at 20 µM; 190,000 tested, under 10 active; AID 1019;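 active = over 50% inhibition of intestinal alkaline phosphatase at 20 µM in the single-dose screen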
#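 Incubation: 30 min reaction at room temperature / Material: purified bovine intestinal alkaline phosphatase (IAP) enzyme / Input: enzyme at 1/65,000,000 dilution / Dosing: 20 µM single dose / Signal: CDP-star luminescence signal / Reagent: CDP-star chemiluminescent phosphatase substrate, 30 µM final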
# RAM network inh – blocks the yeast RAM network. S. cerevisiae dse1pr::URA3 reporter, 5-FOA growth OD615, 2 d; analog-sensitive cbk1-as2 kinase mutant strain. inhibition, % at 50 µM. 190,000 compounds, 1.8% hits. AID 868;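 active = inhibition above a set limit, 3 SD over mean compound inhibition, cut at about 8.4% in these data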;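 also: 0% = DMSO-only wells with no growth and 100% = 10 µM 1-NA-PP1 full growth; inhibition rescues growth on 5-FOA so higher OD means more RAM inhibition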
# TR-FRET SRC-2 ct – counter-screen for PPARgamma SRC-2 recruitment agonists: TR-FRET artefact. stronger effect = higher value. TR-FRET ratio at 8 µM. 200,000 compounds, 0.4% hits. AID 1049; in the data active = TR-FRET ratio above about 2000; also: inactives centre near 1500; reference of the scale not given here
# DTT redox prof – compounds producing H2O2 with reducing agent – biochemical, NIH compound library profiling, artefact control for MLSCN library redox annotation, primary screen. DTT-dependent redox cycling H2O2, phenol red/HRP absorbance; 100% = 100 µM peroxide control, 0% = buffer. 200,000 compounds, 0.03% hits. activation, % at 10 µM. AID 878;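 active = activation of at least 50% relative to the plate's high and low controls in the primary single-dose screen; inactive = activation below 50%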;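 also: compound incubated with DTT at 0.8 mM final as the reducing agent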
# PPARg SRC2 recr – PPARgamma-driven SRC-2 recruitment agonism; P37231; PPARgamma LBD-SRC-2 recruitment, biochemical; activation, % at 8 µM; 200,000 compounds, 0.34% hits; in the data active = activation above about 22%;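 also: 0% = vehicle and 100% = reference agonist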
# Target sequence (P37231 whole entry, looked up, the tested form may be a part): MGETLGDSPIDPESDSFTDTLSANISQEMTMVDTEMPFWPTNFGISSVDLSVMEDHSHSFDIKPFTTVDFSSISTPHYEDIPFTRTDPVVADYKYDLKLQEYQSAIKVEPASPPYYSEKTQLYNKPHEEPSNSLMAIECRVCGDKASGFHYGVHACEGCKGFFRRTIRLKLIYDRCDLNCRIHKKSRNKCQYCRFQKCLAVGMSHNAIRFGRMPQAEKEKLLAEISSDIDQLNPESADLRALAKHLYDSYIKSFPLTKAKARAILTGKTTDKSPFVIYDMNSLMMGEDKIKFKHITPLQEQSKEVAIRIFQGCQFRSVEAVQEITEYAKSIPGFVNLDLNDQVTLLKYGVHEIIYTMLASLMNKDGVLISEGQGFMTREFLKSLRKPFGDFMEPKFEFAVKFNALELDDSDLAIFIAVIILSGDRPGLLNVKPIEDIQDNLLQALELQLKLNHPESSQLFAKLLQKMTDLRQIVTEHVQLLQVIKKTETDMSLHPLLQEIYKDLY
# HMGR II inh – blocks class II HMG-CoA reductase of Enterococcus faecalis; inhibition, % at 10 µM; 190,000 compounds, 0.41% hits; AID 1066; purified E. faecalis HMGR, NADPH absorbance 340 nm kinetic;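 active = inhibition above a set limit, the median over all tested compounds plus 3 SD, cut at about 9.5% in these data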;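 also: enzyme runs in reverse so mevalonate oxidation gives rising NADPH absorbance; 0% = complete reaction with DMSO and 100% = background rate lacking mevalonate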
# ROMK primary – modulates human ROMK potassium channel activity | P48048 | Tet-inducible ROMK, thallium flux fluorescence; actives lie on both sides | B-score at 10 µM | 130,000 compounds, 2% hits;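 active = signal ratio slope over the read window, or its plate-corrected B-score, at least 3 SD from the plate mean, either direction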;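 also: B-score of the F/F0 ratio slope over 7 to 12 s after thallium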
# Target sequence (P48048 whole entry, looked up): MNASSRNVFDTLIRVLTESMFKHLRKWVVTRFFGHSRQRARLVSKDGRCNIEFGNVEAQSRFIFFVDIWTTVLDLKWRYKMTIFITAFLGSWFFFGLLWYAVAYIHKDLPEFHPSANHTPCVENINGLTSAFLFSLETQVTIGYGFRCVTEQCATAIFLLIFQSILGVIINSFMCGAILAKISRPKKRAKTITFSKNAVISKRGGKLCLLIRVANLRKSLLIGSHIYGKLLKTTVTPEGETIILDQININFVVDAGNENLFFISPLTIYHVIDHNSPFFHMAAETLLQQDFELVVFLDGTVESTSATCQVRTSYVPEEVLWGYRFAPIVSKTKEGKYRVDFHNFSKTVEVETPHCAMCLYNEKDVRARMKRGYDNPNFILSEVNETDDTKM
# PPARg SRC-1 ag – PPARgamma-driven SRC-1 recruitment agonism. PPARgamma-SRC-1 coactivator recruitment biochemical assay. activation, % at 8 µM. 200,000 compounds, 0.41% hits. AID 631; in the data active = activation above about 19%;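 also: 0% = DMSO and 100% = reference agonist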
# Lmaj promast – reduces viability of Leishmania major promastigotes | inhibition, % at 10 µM | 200,000 compounds, 9% hits | resazurin fluorescence viability; in the data active = inhibition above about 50%;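 also: promastigotes grown with compound for 44 hours at 28 °C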
# S1P3 antagonist – S1P3 (human) receptor antagonism; CHO S1P3 NFAT-BLA reporter, FRET fluorescence, antagonist mode; 170,000 compounds, 0.27% hits; Q99500; inhibition, % at 4.98 µM;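 active = inhibition above the plate cutoff, the mean inhibition of test wells on that plate plus 3 SD, cut at about 28% in these data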;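 also: cells challenged with S1P at its EC80 of 0.8 µM; blue over green emission ratio from cleaved BLA substrate after 4 h stimulation; 0% = S1P-stimulated wells and 100% = unstimulated DMSO-only wells; some compounds past the cut are filed as inactive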
# PPARg SRC3 recr – agonists of human PPARgamma SRC-3 coactivator recruitment; biochemical PPARgamma/SRC-3 coactivator recruitment assay; 200,000 compounds, 0.26% hits; activation, % at 8 µM; in the data active = activation above about 23%;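 also: 0% = DMSO and 100% = reference agonist; some compounds past the cut are filed as inactive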
# Active calls of the source: *; · = not tested or not shown.
SMILES	bIAP inh	RAM network inh	TR-FRET SRC-2 ct	DTT redox prof	PPARg SRC2 recr	HMGR II inh	ROMK primary	PPARg SRC-1 ag	Lmaj promast	S1P3 antagonist	PPARg SRC3 recr
C=CCON1C(=O)c2ccccc2C1=O	7	1.3	1601	0.1	6	-1	-0.0038	1	-4	·	2
Clc1cccc(C[n+]2cc(-c3ccccc3)n3c2CCC3)c1	18	0.7	1355	-0.3	-14	-2	0.46	-3	99*	-6	2
NS(=O)(=O)c1ccc(CCNC(=O)CN2CCN(c3ccccc3F)CC2)cc1	17	1.2	1683	0.1	1	0	0.14	7	-5	9	-2
Cc1cccn2cc(CNC(=O)c3ccco3)nc12	9	1.8	1445	0.0	3	0	·	2	-7	26	8
CCOC(=O)C1=C(C)N(CCO)C(=O)NC1c1ccccc1 (centres undefined)	3	0.1	1564	-0.7	6	-4	·	6	-6	-14	-4
Cc1nnc(SCC(=O)NC2CC2)n1CC1CCCO1 (centres undefined)	3	-0.7	1647	-1.1	-4	-4	0.73	-7	2	-14	1
Cc1cccc(Oc2ccc(NC(=O)c3ccccc3C(=O)O)cc2)c1C	-1	0.8	1266	-2.4	-2	-2	1.6*	-12	-3	-29	1
CCOc1ccccc1-c1nc(C(N)=O)c2[nH]c(=O)n(-c3ccc(F)cc3)c2n1	-12	0.1	1811	-1.3	7	-3	·	3	26	0	6
CC(C)[C@H](NC(=O)c1ccccc1)C(=O)OCc1nnc(-c2ccccc2)o1	-31	0.8	1678	-0.1	5	2	-0.16	-4	-5	13	0
COc1ccccc1/C=C/C(=C1/C(=O)N(c2ccccc2)N=C1C)c1ccc(C)cc1	8	6.9	1549	1.4	7	-2	1	6	40	-3	2
COc1ccccc1NC(=O)c1ccc(COc2ccc3c(c2)CCC3)cc1	3	7.6	1465	1.2	3	-5	·	5	-7	4	6
O=C1CC(NCc2ccc3c(c2)OCO3)C(=O)N1Cc1ccc2c(c1)OCO2 (centres undefined)	0	2.6	1493	-0.2	4	0	-1.9	4	-7	·	4
CN1C(=O)S/C(=C/c2ccccc2OCc2ccc(C(=O)O)cc2)C1=O	-24	2.7	1548	-2.3	9	-6	-2.7*	-4	-3	-5	9
O=C(CN(C(=O)Cn1nnc(-c2ccc(F)cc2)n1)c1cnc2ccccc2c1)NCC1CCCO1 (centres undefined)	-14	2.2	1542	-0.5	-6	0	-0.86	-2	-6	-2	1
CCOC(=O)c1sc(Nc2ccccc2)nc1C	23	2.8	1524	0.1	3	-6	-0.49	6	1	·	3
COc1ccc(-c2cc(C(F)F)n3ncc(C(=O)NCC4CCCO4)c3n2)cc1 (centres undefined)	0	1.0	1605	1.1	4	2	·	1	5	-1	2
O=C(/C=C/c1ccco1)Nc1ccc(Oc2ccc(Cl)cc2)cc1	2	3.0	1435	3.2	8	-1	·	5	26	·	-6
O=S(=O)(NCc1ccccn1)c1ccc2c(c1)OCCO2	-2	1.6	1374	3.3	6	0	·	-2	-6	-10	-10
CCOC(=O)c1c(C)c(C(=O)NCc2ccc3c(c2)OCO3)c(C)n1C	8	1.8	1772	-1.0	7	-1	-0.81	2	0	6	2
CCOC(=O)CSc1nc2c(sc(=S)n2CCc2ccccc2)c(=O)n1Cc1ccco1	6	10*	1445	-0.2	-21	1	0.011	2	50*	·	-8
CN(C1CCCCC1)S(=O)(=O)c1ccc(NC(=O)C2CCCCC2)cc1	10	1.7	1666	0.5	7	1	0.065	2	29	·	7
O=C(c1cccs1)N1CCN(c2ccc(F)cc2)CC1	20	4.8	1494	-1.3	6	0	·	9	-2	·	-3
Cc1ccc(C(=O)O)cc1S(=O)(=O)N1CCSCC1	11	0.2	1660	2.3	2	-3	·	7	-4	1	-5
O=C(N/N=C/c1ccc(-c2ccccc2C(=O)O)o1)c1cccs1	2	2.0	1649	-0.2	8	-1	-0.43	5	-6	6	4
N#Cc1c(-c2ccco2)cc(-c2ccc(F)cc2)nc1N	15	2.1	1604	-0.8	7	1	·	0	1	26	-6
FC(F)(F)c1cc(C(F)(F)F)c2ccc(N/N=C/c3ccccc3)nc2n1	8	5.2	1526	-0.8	9	-2	-0.76	7	-2	·	7
COc1cccc(C(=O)Nc2cnc(NC(=O)c3ccco3)cc2C)c1	8	1.5	1652	1.1	10	-5	-0.0097	0	-1	·	7
COc1ccc(-n2cnnc2SC(C)C(=O)Nc2cccc([N+](=O)[O-])c2)cc1 (centres undefined)	15	1.8	1644	0.2	-7	0	·	-1	-3	2	1
Cc1nc(OCC(=O)c2ccc(Cl)cc2)c(C#N)c2c1COC(C)(C)C2	8	0.9	1553	0.2	0	-6	-0.19	7	-2	·	8
O=C(CSc1oc(-c2ccc(F)cc2)nc1S(=O)(=O)c1ccc(F)cc1)NCC1CCCO1 (centres undefined)	0	0.0	1405	2.5	-7	1	·	-4	6	·	6
CCc1c(C)sc(NC(=O)/C=C/C(=O)O)c1C(N)=O	-8	0.1	1721	-2.7	9	1	0.66	2	-2	8	1
FC(F)(F)c1cc(-c2cccs2)nc(N2CCOCC2)n1	5	3.8	1657	2.9	4	-2	·	-1	-4	-20	0
CS(=O)(=O)Nc1cccc2cccnc12	-29	0.9	1593	1.9	0	-9	0.76	8	80*	-40	8
Clc1ccc(C2CC(c3ccco3)n3ncnc3N2)cc1Cl (centres undefined)	-4	-0.7	1473	0.6	7	2	·	-1	51*	·	-5
CCn1c(=O)c(=O)n(CC)c2cc(S(=O)(=O)N3CCc4ccccc43)ccc21	5	2.3	1609	-1.3	0	-11	·	-2	10	·	-3
COc1cc(NC2c3ccccc3C(=O)N2c2cc(C)ccn2)cc(OC)c1OC (centres undefined)	-6	-0.8	1614	-1.4	0	-6	·	2	-2	·	0
CCC/C=C(\CCC)C(NS(=O)(=O)c1ccc(C(F)(F)F)cc1)c1ccccc1 (centres undefined)	39	11*	1578	-0.5	6	-10	-0.038	3	21	1	4
COc1ccc(OC)c(C2N(c3ccccn3)C(=O)C3CCCN32)c1 (centres undefined)	0	0.6	1421	-1.2	7	-2	·	6	-2	0	8
CC(C)C(NS(=O)(=O)c1cccc2nsnc12)C(=O)Nc1nc2ccc(Cl)cc2s1 (centres undefined)	-11	3.2	1670	-0.9	15	1	·	2	90*	·	12
O=C(Cc1cccs1)Nc1cccc(C(=O)Nc2ccco2)c1	12	0.2	1552	0.1	5	2	-0.081	4	17	52*	4
CCCn1c(N2CCOCC2)nc2c1c(=O)[nH]c(=O)n2C	1	-0.7	1553	-0.4	7	-2	·	1	4	·	0
Cc1cccc(Cn2c(N3CCc4ccccc4C3)nc3c2c(=O)[nH]c(=O)n3C)c1	8	-0.5	1466	0.0	3	-3	-0.29	2	-2	·	3
Oc1ccc(/C=N/NC(=S)N2CCOCC2)cc1	-35	0.8	1699	-2.7	-2	-3	-0.22	9	9	-23	3
CN(C)S(=O)(=O)c1ccc(NC(=O)N2CCN(c3ccccc3Cl)CC2)cc1	9	2.9	1526	1.1	-2	-3	·	-4	-8	·	-5
N#C/C(C(=O)Oc1ccccc1)=C1\C=CC=CN1	2	1.1	1661	0.0	-2	0	·	6	5	18	18
COc1ccc(/C=C/CN2CCCC(C(=O)c3cc(F)ccc3F)C2)cc1 (centres undefined)	-5	-0.1	1514	0.8	-11	-2	-0.52	3	81*	-11	-5
Cc1onc(C(=O)N2CCN(Cc3ccccc3)CC2)c1[N+](=O)[O-]	14	-0.5	1542	0.5	8	4	-0.84	2	-6	-8	-1
Cc1c(Br)c(C(=O)NCc2cc3cc(Cl)ccc3[nH]2)nn1C	-7	1.9	1439	-0.4	2	-5	-0.68	-1	10	5	-4
CN(C)CCCOc1ccc(C(C)(C)c2ccccc2)cc1	2	-1.4	1677	-0.1	6	-4	-1.6	10	100*	·	1
CCOC(=O)N1[C@@H]2C=C(C)[C@@H]2[C@@H]2[C@@H](C)C(=O)N21	9	0.0	1392	-0.4	-2	-2	1.4	-4	14	-7	-7

# Next part
SMILES	bIAP inh	RAM network inh	TR-FRET SRC-2 ct	DTT redox prof	PPARg SRC2 recr	HMGR II inh	ROMK primary	PPARg SRC-1 ag	Lmaj promast	S1P3 antagonist	PPARg SRC3 recr
COc1cc(C(=O)N2CCN(S(=O)(=O)c3cccs3)CC2)cc(OC)c1C	-5	-0.8	1587	-1.4	1	-3	0.2	3	11	-6	1
CCOC(=O)c1cnc(-n2cc(C)cn2)nc1Nc1ccccc1OCC	5	1.1	1475	2.3	-6	4	-1.5	-3	1	0	-7
O=C1c2ccccc2C(=O)N1OCCOCCOCCON1C(=O)c2ccccc2C1=O	-3	-0.7	1573	-0.6	6	-4	·	9	-9	-17	4
CCCCCCN1C=CC=C/C1=C/C=C(C#N)C#N	-2	5.4	1467	0.0	-1	-1	-6.9*	4	9	6	0
Cc1occc1C(=O)Nc1nnc(-c2cccs2)s1	0	3.6	1821	-0.9	9	-6	-0.44	2	-5	15	5
Cc1cccc(NC(=O)CSc2c3c(nc4ccccc24)CCC3)n1	6	1.4	1518	0.9	7	-6	0.95	-3	35	6	5
COc1ccc(NC(=O)NCCc2cccc(Cl)c2)cc1OC	-11	1.4	1683	-0.1	12	-2	0.55	2	49	10	6
CN1C(=O)/C(=C/c2cn(CC(=O)N3CCCCC3)c3ccccc23)c2ccccc21	44	5.5	1533	0.3	-4	-1	-2.2	2	86*	·	-3
O=C(CSCc1ccc(F)cc1)NCc1ccc2c(c1)OCO2	3	1.0	1442	-1.6	1	-2	-0.64	3	-7	1	1
CCOC(=O)c1ccc(S(=O)(=O)N2CCNCC2)cc1	10	1.0	1516	0.0	4	3	-0.16	-4	-6	·	6
CCN1CCN(c2cc(C)c3cc(NC(=S)NCCCN4CCc5ccccc5C4)ccc3n2)CC1	-18	-0.8	1577	-0.6	1	-1	-0.27	-3	100*	1	4
CCc1cc(C(=O)NNC(=S)NCC2CCCO2)cs1 (centres undefined)	-41	3.2	1519	9.5	-4	0	·	-2	-1	·	1
CCc1ccccc1NC(=O)c1cc2sccc2n1C	5	-0.5	1691	-2.0	1	1	·	6	-5	6	9
CC1=CC(c2ccc(Cl)cc2)n2nc(NS(=O)(=O)c3ccc(C)cc3)nc2N1 (centres undefined)	2	5.7	1661	2.2	1	-4	0.86	2	-5	·	-3
NNC(=O)c1ccc(CSc2cccc3cccnc23)cc1	-2	-0.4	1649	-0.2	10	-7	0.2	7	-12	-7	6
O=C1C2ON(c3ccccc3)C(c3cccnc3)C2C(=O)N1c1ccccc1 (centres undefined)	8	1.7	1831	-2.3	5	1	0.39	4	-10	·	5
CCCOC(=O)Nc1sc2c(c1C(=O)OCC)CCC2	12	1.8	1345	2.1	-6	0	·	-8	-4	-12	-4
